TCR-CD3 inh: inhibitors of human TCR-CD3 interaction | TAMRA-labeled TCR probe fluorescence, biochemical | 0.37% of 360,000 active | inhibition, % at 9.4 µM; in the data active = inhibition above about 19%;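 note: recombinant mutant TCR 2C K166C tagged with TAMRA read by polarization; 0% = receptor in buffer alone and 100% = receptor with positive control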
UHRF1 MBD2 ctr: human UHRF1 methylated DNA binding inhibitors; Q96T88; UHRF1 binding to methylated oligo, TR-FRET; inhibition, % at 4.4 µM; 0.75% of 370,000 active; AID 687016; in the data active = inhibition above about 21%;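 note: UHRF1 SRA domain binding a hemimethylated CpG hairpin DNA probe; 0% = median of test compound wells and 100% = reference inhibitor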
KLK7 zymogen act: activates the human kallikrein-7 zymogen; P49862; purified proKLK7, EDANS-DABCYL substrate fluorescence; 100% is mature enzyme control, 0% vehicle; activation, % at 7 µM; 0.9% of 370,000 active;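 active = activation above the mean of all tested compounds plus 3 SD, computed per campaign excluding outliers beyond control limits, cut at about 13% in these data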
Target sequence (P49862 whole entry, looked up): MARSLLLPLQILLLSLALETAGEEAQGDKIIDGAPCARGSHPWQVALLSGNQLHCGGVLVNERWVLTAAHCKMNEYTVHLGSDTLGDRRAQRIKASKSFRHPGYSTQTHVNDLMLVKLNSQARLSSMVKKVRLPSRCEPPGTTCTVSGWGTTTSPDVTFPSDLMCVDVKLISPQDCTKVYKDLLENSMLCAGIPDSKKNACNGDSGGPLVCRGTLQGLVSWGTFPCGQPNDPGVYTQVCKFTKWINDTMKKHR
LEDGF integ inh: blocks HIV-1 LEDGF/p75-dependent DNA integration; TR-FRET IN-LEDGF/p75 DNA integration, Eu/Cy5; inhibition, % at 3.7 µM; AID 743269; 0.64% of 370,000 active;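 active = inhibition above the screen-wide mean plus 3 SD, cut at about 13% in these data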;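 note: signal is the Cy5 over europium emission ratio at 671 and 618 nm; 0% = plate median of compound wells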
TDP2 inh: blocks human TDP2 phosphodiesterase activity; recombinant TDP2, T5PNP hydrolysis, p-nitrophenol absorbance 415 nm; inhibition, % at 12.8 µM; 0.34% of 370,000 active;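 active = inhibition above the mean of all tested compounds plus 3 SD, set per campaign, cut at about 25% in these data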;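 note: 0% = DMSO with enzyme and 100% = buffer with substrate but no TDP2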
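Material: recombinant human TDP2; quantity: TDP2 enzyme at 120 nM final; medium: Tris-HCl pH 7.5 with MgCl2; compound: single concentration, 12.8 µM nominal, with 1% DMSO; incubation: 2 h enzyme incubation at 37 °C; signal: epi absorbance; measure: percent inhibition; benchmarks: high control without enzyme, low control DMSO plus TDP2; repeats: singlicate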
DDE Tn7 FP inh: DD(E)-Tn7 binding inhibition, primary FP screen | P02675 | FP displacement of FITC-Tn7 peptide from fibrin DD(E); 0% = median of compound wells per plate | inhibition, % at 8.3 µM | 0.13% of 370,000 active | AID 720508;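 active = inhibition above the mean of compounds falling within the control limits plus 3 SD of them, cut at about 14% in these data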;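 note: 0% = plate median of compound wells and 100% = 10 µM Aha-Tn7 peptide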
Target sequence (P02675 whole entry, looked up): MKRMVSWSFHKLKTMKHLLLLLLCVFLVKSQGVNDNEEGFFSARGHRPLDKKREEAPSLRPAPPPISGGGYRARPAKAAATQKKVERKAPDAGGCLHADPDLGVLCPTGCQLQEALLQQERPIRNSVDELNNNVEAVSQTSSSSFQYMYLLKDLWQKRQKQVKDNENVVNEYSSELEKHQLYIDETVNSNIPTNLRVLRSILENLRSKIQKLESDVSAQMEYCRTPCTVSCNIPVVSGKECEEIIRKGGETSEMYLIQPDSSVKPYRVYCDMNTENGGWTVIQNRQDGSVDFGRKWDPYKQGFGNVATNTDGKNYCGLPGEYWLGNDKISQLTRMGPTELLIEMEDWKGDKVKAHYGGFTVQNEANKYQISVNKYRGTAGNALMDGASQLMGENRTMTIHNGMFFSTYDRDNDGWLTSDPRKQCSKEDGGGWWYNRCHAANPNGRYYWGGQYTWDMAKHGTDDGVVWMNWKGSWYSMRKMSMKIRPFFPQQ
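Also added: labelled Tn7 tracer, 0.1 µM; Assay system: human fibrin DD(E) protein; Amount: 2 µM fibrin DD(E); Schedule: 10 min compound pre-incubation, 3 h probe incubation at room temperature; Repeats: one replicate per compound; Read-out basis: percent inhibition; Measured by: fluorescence polarization of the labelled Tn7 tracer.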
MBD2 DNA inh: blocks human MBD2 binding to methylated DNA. TR-FRET, MBD2 binding to methylated oligonucleotide. inhibition, % at 4.4 µM. 0.31% of 370,000 active. AID 686964; in the data active = inhibition above about 13%
PRMT1 inh: inhibitors of human PRMT1; 1.3% of 370,000 active; Q99873; AID 652257; inhibition, % at 2.79 µM; recombinant PRMT1, activity-based probe fluorescence polarization;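 active = inhibition above about 21% made by adding two undisclosed values, limit read from the data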
SIAE primary: human SIAE inhibition, primary screen | Q9HAT2 | SIAE FP-Rh probe binding, fluorescence polarization | inhibition, % at 9.66 µM | 0.69% of 370,000 active;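 active = inhibition above a cutoff: mean of compounds within the control limits plus 3 SD of those, cut at about 17% in these data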;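 note: 0% = plate median of compound wells and 100% = probe without SIAE protein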
DDE Tn6 FP inh: inhibitors of Tn6 peptide binding to human fibrin DD(E); Fibrin DD(E) TRITC-Tn6 fluorescence polarization displacement; inhibition, % at 8.3 µM; 0.21% of 370,000 active;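 active = inhibition above a per-campaign cutoff: mean of compounds within control limits plus 3 SD, cut at about 15% in these data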;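 note: 0% = median of all compound wells on the plate and 100% = blocking peptide control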
Active calls of the source: *; / = no result given.

SMILES	TCR-CD3 inh	UHRF1 MBD2 ctr	KLK7 zymogen act	LEDGF integ inh	TDP2 inh	DDE Tn7 FP inh	MBD2 DNA inh	PRMT1 inh	SIAE primary	DDE Tn6 FP inh
Cc1ccc(C(=O)CSc2nnnn2Cc2ccccc2)cc1C	-6	-1	0.1	-1	-4	1	1	2	-7	-3
Cc1nc2sc3c(c2c(=O)o1)CC(C)(C)OC3	6	0	-0.2	4	-10	1	-2	0	7	-4
Clc1ccccn1	-7	1	0.3	-3	-1	10	3	2	-2	0
Cc1ccnc(NS(=O)(=O)c2ccc(N3C(=O)c4ccccc4C3=O)cc2)n1	-9	2	0.4	-2	8	6	1	1	1	0
COC(=O)C(C)n1cnc2c(nnn2-c2ccc(OC)cc2)c1=O (configuration not stated)	-1	2	0.1	2	15	4	0	1	0	2
CC(C)CC(=O)Nc1nnc(SCC(=O)NC2CCCCC2)s1	4	-1	-0.1	-2	12	5	1	0	15	-2
CCCCN(CCCC)C(=O)CN(C)S(=O)(=O)c1ccc2c(c1)n(C)c(=O)c(=O)n2C	-1	3	0.4	-4	9	-4	5	5	5	2
CSc1nnc(C)c(=O)n1COC(=O)c1cc(Cl)ccc1[N+](=O)[O-]	1	-1	0.4	-2	5	1	2	-2	-3	3
CCOC(=O)C1=C(CN2CCCCCC2)NC(=O)NC1c1ccc2c(c1)OCO2 (configuration not stated)	8	3	0.4	4	-7	-4	1	-5	-3	-7
COC(=O)C1=C(C)N(Cc2ccc(OC)cc2)C(=O)/C1=C\c1ccco1	3	-1	-0.2	1	11	-4	1	5	6	1
CC1CC(C)CN(CCOc2ccccc2-c2ccccc2)C1 (configuration not stated)	4	2	1.1	-3	-12	-9	-6	-2	2	-5
Cc1ncc([N+](=O)[O-])n1Cc1cccc(F)c1	3	0	-0.3	-1	11	2	4	-2	-1	1
CC[C@]12c3[nH]c4ccc(Cl)cc4c3CCN1C(=O)[C@@H](CC(=O)NCCC1=CCCCC1)C[C@@H]2C(=O)N1CCN(C(=O)c2ccco2)CC1	-2	-3	0.3	-1	-6	1	0	-3	0	5
COc1ccc(C#CC2=CC(=O)CC(C)(C)C2)cc1	-13	3	0.2	2	-17	-8	-1	-2	5	3
C/C=C(\C)CN1CCC(n2nccc2NC(=O)CCc2ccccc2)CC1	6	-1	1.3	-2	-2	4	3	-4	4	10
COc1ccc(CCNC(=O)CNC(=O)c2ccco2)cc1	8	-1	-0.6	2	2	2	-3	-1	3	6
CC(=O)c1ccc(N2CCN(C(=O)CCN3C(=S)NC(C)(C)CC3C)CC2)cc1 (configuration not stated)	5	-1	-0.3	2	0	-1	5	-1	-1	2
Cc1cccc(C)c1OCC(O)CNC(C)(C)C (configuration not stated)	-12	2	0.3	1	-3	-4	-3	-1	3	1
O=C(NCc1ccccc1)C1CCCN1C(=O)Nc1ccccc1[N+](=O)[O-] (configuration not stated)	2	-4	0.5	-1	15	8	2	-3	3	-8
COCCCNC(=O)c1cc2c(=O)n3cccc(C)c3nc2s1	0	-6	7.8	10	2	-2	-4	-3	4	7
CN(C)C(CNC(=O)CCS(=O)(=O)c1ccccc1)c1ccccc1 (configuration not stated)	-5	1	-0.8	0	1	5	5	2	2	2
CCOc1ccccc1N1C(=O)c2ccc(C(=O)O)cc2C1=O	7	-1	-0.2	-3	9	5	1	2	2	0
C=CCCCCCCCCC(=O)N1CCN(c2cc3c(cc2F)c(=O)c(C(=O)O)cn3CC)CC1	-8	3	-0.4	4	-1	8	2	-4	7	5
Cc1cc(N)n2nc(-c3ccccc3)cc2n1	0	0	1.9	-1	-2	7	2	0	1	-5
CN(C)c1ccc(CNC(=O)/C=C/[C@H]2O[C@@H](n3ccc(=O)[nH]c3=O)[C@H](O)[C@@H]2O)cc1	2	0	0.4	2	5	1	-2	-1	1	1
CC(C(=O)NCc1ccccc1)N(Cc1ccccc1Cl)C(=O)c1snc(C(N)=O)c1N (configuration not stated)	-7	0	-2.0	-5	-10	-4	1	1	-2	-4
COc1ccc(-c2ccc(OC)cc2)cc1	6	1	0.6	2	6	-11	-5	-2	2	5
COc1cccc2c1CCC1=CC(=O)CCC12C (configuration not stated)	-1	2	0.0	-3	-6	2	-4	4	-4	-1
CC(C)(C)OC(=O)N1CCC(CC2CC(c3ccc(Cl)cc3)=NO2)(C(=O)NCC2CCCCC2)CC1 (configuration not stated)	10	-6	0.1	-6	-3	-2	-7	-4	-15	3
CC(=O)c1cc(-c2cccc([N+](=O)[O-])c2)c(=O)n2c1CCC2	/	0	-0.5	-4	0	6	3	-1	2	1
O=C(/C=C/Nc1ccccc1)c1ccc(Oc2ncccn2)cc1	-11	3	2.1	-4	-12	-2	1	0	-5	0
COc1ccc(CCNC(=O)Nc2nc(C(N)C3CCCCC3)cs2)cc1OC (configuration not stated)	-3	2	-0.1	3	-3	2	-3	4	-3	-8
Cc1nccc2oc(=O)c(NC(=O)c3ccc(Cl)cc3)cc12	-1	0	-0.1	-5	8	1	2	2	-5	0
CC(C)NC(=O)CC1OC(=O)c2ccccc21 (configuration not stated)	-2	1	-0.1	-4	-2	-2	2	3	-2	10
COc1cc(NC(=O)CSc2nnc3n2C(C)(C)Cc2ccccc2-3)cc(OC)c1	-3	-1	-0.3	-1	-6	1	-1	-2	-6	-6
CC(C)(C)C(=O)Nc1nc(=S)ss1	6	12	0.3	-1	6	1	5	-1	-1	1
COc1ccccc1C(=O)NC(CCSC)C(=O)Nc1ccc(C)c(S(=O)(=O)N2CCOCC2)c1 (configuration not stated)	-8	0	0.2	-3	-2	-2	2	0	3	-8
O=C1NCCCCC1NC1CC(=O)N(c2ccccc2)C1=O (configuration not stated)	8	1	-0.4	0	-8	-7	1	34*	-1	5
CCn1c(SCC(=O)Nc2cc(C)on2)nc2c1c(=O)n(C)c(=O)n2C	5	3	-0.2	-3	6	1	-1	-2	-1	4
CSc1ccccc1NC(=O)CN(C)C(=O)Cc1c(F)cccc1Cl	0	0	0.0	-2	6	3	3	-2	-1	2
O=C(Nc1nc(-c2ccc(S(=O)(=O)N3CCCCCC3)cc2)cs1)c1ccccc1	2	1	-1.6	2	12	-1	7	13	-4	-12
COc1cccc(CN2CC(C(=O)NCc3cccc(N4CCCC4)c3)CCC2=O)c1 (configuration not stated)	-7	-3	-0.8	-1	13	4	-2	0	3	-5
Nc1nc(SCC(=O)N2CCN(S(=O)(=O)c3ccc(Cl)cc3)CC2)n[nH]1	-2	2	-0.4	-1	13	6	1	2	-3	-3
COc1ccc(C)cc1NC(=O)C1C2C=CC(C2)C1C(=O)O (configuration not stated)	8	-2	-0.6	3	-4	0	4	-2	13	5
O=c1[nH]c(N2CCN(Cc3ccccc3)CC2)nc2c1CCC2	-3	2	0.3	-1	-1	5	2	-2	-1	3
O=C(/C=C/Nc1ccccc1C(=O)O)c1cccs1	0	0	0.1	-1	-1	0	-4	-4	-8	2
COc1ccc(CNC(=O)CCCn2nc(C)c3c(C)n(-c4ccccc4)nc3c2=O)cc1	6	-2	0.2	-3	6	5	1	-1	14	0
COCCCN=C1NN=C(c2cc(C)n(Cc3ccccc3Cl)c2C)CS1	-4	-7	1.8	1	2	2	-5	4	7	-4
O=C(c1ccccc1O)N1N=C(c2ccccc2)CC1(O)C(F)(F)F (configuration not stated)	1	-2	0.2	-5	10	-2	-3	1	-2	-1
CCOC(=O)c1c(NC(C)=O)sc2c(O)cccc12	-1	-5	0.0	0	2	-3	-4	0	-6	-4
C=CCN(CC=C)C(=O)C1CCN(Cc2ccc(OCc3ccccc3)cc2)CC1	-7	5	0.0	7	2	1	-2	0	7	-1
Cc1ccc(N2C(=O)/C(=C\c3ccc(C(C)C)cc3)N=C2SC2CCOC2=O)cc1 (configuration not stated)	1	-2	0.0	-3	14	2	1	1	-4	2
O=[N+]([O-])c1ccc(N2CCN(c3cccc(Cl)c3)CC2)cn1	3	-2	0.3	2	-13	-12	1	-3	5	4
C[C@@H]1CNC(=O)c2c(C(=O)NCC(=O)OC(C)(C)C)ncn21	10	1	1.2	2	8	-4	-5	3	-1	0
N#C/C(=C\c1ccc(OC(=O)c2cccs2)cc1)c1nc2ccccc2[nH]1	-1	-1	-8.9	2	-8	-6	0	3	-7	0
CC(OCCN(C)C)C(=O)C12CC3CC(CC(C3)C1)C2 (configuration not stated)	-2	-1	0.5	-4	0	2	1	1	-1	9
NC(=O)c1nsc(C(=O)N(c2cccc(F)c2)C(C(=O)NCc2ccccc2)c2ccc(O)cc2)c1N (configuration not stated)	2	0	-1.0	4	-3	2	0	-4	-3	-5
Cc1ccc(C(=O)N2CCN(Cc3ccc4c(c3)OCO4)CC2)cc1[N+](=O)[O-]	8	1	-0.6	2	3	3	1	-3	-3	6
CC(OC(=O)CNS(=O)(=O)c1ccc(C#N)cc1)C(=O)Nc1cccc(C#N)c1 (configuration not stated)	1	-2	0.1	0	-3	-3	4	-1	9	0
O=C(CNc1cccc2ccccc12)N/N=C/c1ccccn1	3	-3	6.9	0	7	0	0	0	16	1

Of the compounds above, these contain a thiophene ring, fused or not:
SMILES	TCR-CD3 inh	UHRF1 MBD2 ctr	KLK7 zymogen act	LEDGF integ inh	TDP2 inh	DDE Tn7 FP inh	MBD2 DNA inh	PRMT1 inh	SIAE primary	DDE Tn6 FP inh
Cc1nc2sc3c(c2c(=O)o1)CC(C)(C)OC3	6	0	-0.2	4	-10	1	-2	0	7	-4
COCCCNC(=O)c1cc2c(=O)n3cccc(C)c3nc2s1	0	-6	7.8	10	2	-2	-4	-3	4	7
O=C(/C=C/Nc1ccccc1C(=O)O)c1cccs1	0	0	0.1	-1	-1	0	-4	-4	-8	2
CCOC(=O)c1c(NC(C)=O)sc2c(O)cccc12	-1	-5	0.0	0	2	-3	-4	0	-6	-4
N#C/C(=C\c1ccc(OC(=O)c2cccs2)cc1)c1nc2ccccc2[nH]1	-1	-1	-8.9	2	-8	-6	0	3	-7	0

Following part
SMILES	TCR-CD3 inh	UHRF1 MBD2 ctr	KLK7 zymogen act	LEDGF integ inh	TDP2 inh	DDE Tn7 FP inh	MBD2 DNA inh	PRMT1 inh	SIAE primary	DDE Tn6 FP inh
CCc1nc2c(OCC3COc4ccccc4O3)cccn2c1N(C)C(=O)c1ccccc1F (configuration not stated)	1	9	0.3	5	-9	0	4	1	-5	-6
COc1cccc(/C=C/C(=O)OCC(=O)c2c[nH]c3ccccc23)c1OC	6	-2	7.5	3	-1	7	-1	-2	-2	-3
Cc1ccc(C(=O)N/C(=C\c2cccs2)c2nc3ccccc3[nH]2)cc1	-9	1	1.5	2	1	3	-6	-2	4	4
COc1ccccc1NC(=O)C1=C(C)Nc2nnnn2C1c1ccccc1OC (configuration not stated)	-3	4	-0.2	-4	-14	-4	0	11	3	-13

High-throughput results deposited in PubChem by The Scripps Research Institute Molecular Screening Center.
